Bioassay records (PubChem BioAssay)
RPL19A TOR yeast: yeast TOR pathway RPL19A-GFP modulation; percent response vs DMSO, % at 10 µM; S. cerevisiae RPL19A-GFP strain, flow cytometry, 3 h; hits give low values; AID 2025; hit rate 0.3% among 330,000;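 active means percent response vs DMSO below 50%; inconclusive means fewer than 70 events counted for the yeast strain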;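 further: median channel GFP fluorescence of the barcoded RPL19A-GFP strain; ratio of sample median GFP to plate DMSO average so 100% = DMSO; lower means less RPL19A-GFP as with rapamycin TOR inhibition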
AHR activator: activators of human aryl hydrocarbon receptor. activation, % at 5 µM. P35869. hit rate 2.5% among 320,000. AID 2796. AHR-responsive luciferase reporter cells, luminescence; in the data active means activation above about 47%;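 further: 0% = vehicle wells and 100% = reference agonist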
Target sequence (P35869 whole entry, looked up): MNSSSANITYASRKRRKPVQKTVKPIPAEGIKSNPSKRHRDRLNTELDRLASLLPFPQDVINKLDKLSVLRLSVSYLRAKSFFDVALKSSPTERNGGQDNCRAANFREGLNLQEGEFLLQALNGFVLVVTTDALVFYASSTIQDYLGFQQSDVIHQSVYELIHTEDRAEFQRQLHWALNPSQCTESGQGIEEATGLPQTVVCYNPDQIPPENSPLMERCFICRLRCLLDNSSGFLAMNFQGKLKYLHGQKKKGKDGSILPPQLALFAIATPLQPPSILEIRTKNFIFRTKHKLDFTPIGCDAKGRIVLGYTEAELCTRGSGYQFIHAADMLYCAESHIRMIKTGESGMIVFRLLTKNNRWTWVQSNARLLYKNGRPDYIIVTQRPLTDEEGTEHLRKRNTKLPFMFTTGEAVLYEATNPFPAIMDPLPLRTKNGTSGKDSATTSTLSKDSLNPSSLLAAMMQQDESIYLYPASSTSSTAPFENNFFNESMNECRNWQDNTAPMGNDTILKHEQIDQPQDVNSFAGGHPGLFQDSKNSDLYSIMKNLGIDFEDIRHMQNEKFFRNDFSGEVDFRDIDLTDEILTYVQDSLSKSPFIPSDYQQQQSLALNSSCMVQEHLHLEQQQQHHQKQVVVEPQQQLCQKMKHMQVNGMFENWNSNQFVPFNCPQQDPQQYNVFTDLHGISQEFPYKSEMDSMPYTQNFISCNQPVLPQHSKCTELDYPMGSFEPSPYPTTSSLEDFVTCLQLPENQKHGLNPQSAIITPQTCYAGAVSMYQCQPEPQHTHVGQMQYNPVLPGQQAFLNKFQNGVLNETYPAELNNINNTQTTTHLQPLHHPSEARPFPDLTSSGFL
proCasp7 act: counter-screen for procaspase-3 activators: activators of human procaspase-7. P55210. AID 463210. activation, % at 8.5 µM. recombinant procaspase-7, Ac-DEVD-pNA absorbance 405 nm; D23A/D198A/D206A triple mutant, cannot self-cleave; scale: DMSO 0, 5 µM enzyme 100. hit rate 0.093% among 330,000;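 active means percent activation above the screen-wide mean plus 3 SD, cut at about 25% in these data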
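Detection: p-Nitroaniline absorbance at 405 nm, read at 0 and 120 min; system: Uncleavable procaspase-7 mutant enzyme; evaluation: % activation from two-timepoint absorbance difference, scaled to controls; times: 1 h enzyme–compound preincubation and 2 h substrate reaction, both 25 °C; buffer or medium: Zinc-free HEPES pH 7.4 with 300 mM NaCl, 0.01% Triton X-100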
CIT2-GFP yeast: modulators of TOR pathway CIT2-GFP in S. cerevisiae. S. cerevisiae CIT2-GFP strain, flow cytometry, 3 h; 100 means same as DMSO wells. GFP response vs DMSO, % at 10 µM. hit rate 0.065% among 320,000. AID 2029;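 active means GFP response relative to DMSO above a set limit, near the screen mean plus 3 SD, cut at about 150% in these data; inconclusive means Fewer than 70 cells measured for a yeast strain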;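 further: ratio of well median GFP fluorescence to mean of DMSO wells on the plate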
MEP2-GFP yeast: yeast TOR pathway MEP2-GFP modulation. hit rate 0.51% among 330,000. GFP response vs DMSO, % at 10 µM. AID 2016. S. cerevisiae MEP2-GFP strain, flow cytometry GFP, 3 h; 100% = DMSO control level;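 active means GFP response versus DMSO above a set limit, roughly screen mean plus 3 SD, cut at about 180% in these data; inconclusive means fewer than 70 cells counted for a yeast strain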;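 further: median GFP fluorescence of the barcode-gated MEP2-GFP cells per well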
LAP4 TOR yeast: modulators of TOR pathway LAP4-GFP in S. cerevisiae; S. cerevisiae LAP4-GFP multiplex, flow cytometry GFP, 3 h; median GFP as percent of DMSO wells; GFP response vs DMSO, % at 10 µM; hit rate 0.34% among 320,000; AID 2023;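 active means GFP response vs DMSO above a set limit, about the screen mean plus 3 SD, cut at about 150% in these data; inconclusive means under 70 cell events counted for the yeast strain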
proCasp3 act: activates human procaspase-3. hit rate 0.11% among 330,000. P42574. recombinant procaspase-3 D3A, Ac-DEVD-pNA absorbance 405 nm. activation, % at 8.5 µM;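 active means activation above the mean of all tested compounds plus 3 SD, cut at about 21% in these data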;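 further: 0% = DMSO alone and 100% = DMSO wells spiked with extra 5 µM PC-3 D3A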
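Assay system: Autoprocessing-dead procaspase-3 D3A mutant enzyme; also added: Ac-DEVD-pNA; doses: one concentration, 8.5 µM nominal, 0.8% DMSO; times: 1 h compound preincubation, 2 h substrate hydrolysis at 25 °C; technique: 405 nm absorbance of p-nitroaniline, reads at 0 and 120 min; measure: % activation between DMSO and enzyme-spiked controls; repeats: single replicate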
AGP1-GFP MLPCN: alters AGP1-GFP fluorescence in TOR pathway yeast screen. AID 2066. GFP response vs DMSO, % at 10 µM. hit rate 0.02% among 320,000. S. cerevisiae AGP1-GFP multiplex flow cytometry, 3 h; GFP as percent of DMSO wells;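 active means GFP response relative to DMSO above a set limit, near screen average plus 3 SD, cut at about 150% in these data; inconclusive means fewer than 70 cells counted for the yeast strain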;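 further: median GFP channel fluorescence of the gated AGP1 strain per well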
The depositor's hits bear a star; ? = inconclusive; . = no result given; [ ] = another dose, or the depositor's remark.

SMILES	RPL19A TOR yeast	AHR activator	proCasp7 act	CIT2-GFP yeast	MEP2-GFP yeast	LAP4 TOR yeast	proCasp3 act	AGP1-GFP MLPCN
Cc1cccc(OCc2nnc(SCCC(=O)O)n2-c2ccccc2)c1	106	-2	-3	109	109	90	-7	102
Cc1nc2ccccn2c1C(=O)N/N=C/c1ccc([N+](=O)[O-])cc1	88	0	6	85	90	99	0	97
COc1ccc(N2C(=O)N3[C@H](c4ccc(Cl)cc4)[C@@H]4C(=O)N(C5CCCCC5)C(=O)[C@@H]4[C@]3(C)C2=O)cc1	94	15	-4	65	92	130	2	76
O=C(NC(=S)NCCN1CCOCC1)c1ccc(Cl)cc1Cl	100	8	-5	105	108	103	-9	104
CC(C)(C)/C(COc1ccccc1[N+](=O)[O-])=N/O	96	2	-4	85	94	104	4	96
COc1ccc(CCC(C)NC2CCCCCCC2)cc1 (configuration not stated)	104	-2	-8	103	107	92	-4	112
COc1ccccc1C(=O)NN(C)C1=NS(=O)(=O)c2ccccc21	102	2	-4	110	106	98	-1	103
O=C(NCCCN1CCOCC1)c1ccc([N+](=O)[O-])cc1[N+](=O)[O-]	102	0	7	104	102	107	3	106
CCOC(=O)C(C(=O)Nc1nccs1)C1CCCCC1 (configuration not stated)	87	1	-1	85	88	86	0	78
CC(C)(C)C(=O)NC(=S)Nc1ccccc1C(=O)Nc1ccccc1	91	0	7	92	98	88	-2	94
COc1cccc(C(c2sc3nc(C)nn3c2O)N2CCN(c3ccccc3F)CC2)c1 (configuration not stated)	107	1	11	75	105	107	-2	84
O=C(Nc1c(C(=O)N2CCOCC2)cnn1-c1ccccc1)c1ccco1	97	-1	0	104	99	101	1	105
Cc1occc1C(=O)N/N=C/c1cccc2ccccc12	99	44	2	89	101	80	-4	96
Fc1ccc(C(c2nnnn2Cc2ccco2)N2CCN(C3CCCCC3)CC2)cc1 (configuration not stated)	90	-2	-6	86	90	.	-9	89
O=S(=O)(NCC1CCCO1)c1ccc(S(=O)(=O)N(Cc2ccc(F)cc2)Cc2ccccn2)cc1 (configuration not stated)	101	3	-6	98	101	101	5	102
O=C(NCCn1cc(SCC(=O)N2CCOCC2)c2ccccc21)c1c(F)cccc1F	108	0	-3	104	100	105	6	108
CS(=O)(=O)c1ccc(-c2nnn(CC(=O)Nc3ccc4c(c3)OCCO4)n2)cc1	97	-1	4	102	98	87	-10	92
CCOc1ccc(CCNC(=O)COC(=O)c2ccc(F)c(S(=O)(=O)N3CCOCC3)c2)cc1OCC	105	1	8	107	100	110	6	114
Cn1c(N)c(C(=O)COC(=O)c2cccnc2Cl)c(=O)n(C)c1=O	99	1	9	95	94	95	-6	99
CC(C)Cn1c(CCCNC(=O)c2ccco2)nc2ccccc21	97	3	9	98	99	96	-5	102
COc1cc(NC(=S)N2CCN(C(c3ccccc3)c3ccccc3)CC2)cc(OC)c1	101	16	-16	97	95	95	-2	103
COC(=O)c1ccc(/C=N\NC(=O)CC(=O)NCCc2ccccc2)cc1	98	1	-6	104	106	98	5	95
COc1ccc([C@H]2CC(=O)C=C(c3ccc(F)cc3OCc3ccccc3)C2)cc1	97	1	-1	97	91	80	7	69
CC(C)CCNC(=O)[C@@H](NC(=O)c1c(F)cccc1F)C(C)C	110	-2	7	103	107	110	2	107
O=C(NCCS(=O)(=O)NCCc1ccccc1)c1ccccc1	101	3	5	113	95	108	-6	107
CCCCN=C1N/C(=C\c2ccco2)C(=O)N1c1ccccc1	99	4	-7	91	103	98	-9	96
CCOC(=O)c1[nH]c(Cc2[nH]c(C(=O)OCC)c(C)c2CCC(=O)OC)c(CCC(=O)OC)c1C	103	-2	0	.	104	96	-4	104
O=C(NCC(c1ccc(F)cc1)N1CCOCC1)c1cccnc1Sc1ccccc1Cl (configuration not stated)	90	-2	3	99	97	94	1	94
CCN1C(=O)C(O)(CC(=O)c2ccccn2)c2ccccc21 (configuration not stated)	103	6	-7	109	109	101	1	110
Cn1cnnc1SCC(=O)c1cc2ccccc2oc1=O	100	18	7	93	102	97	2	97

Structures listed so far containing a Cl atom:
SMILES	RPL19A TOR yeast	AHR activator	proCasp7 act	CIT2-GFP yeast	MEP2-GFP yeast	LAP4 TOR yeast	proCasp3 act	AGP1-GFP MLPCN
COc1ccc(N2C(=O)N3[C@H](c4ccc(Cl)cc4)[C@@H]4C(=O)N(C5CCCCC5)C(=O)[C@@H]4[C@]3(C)C2=O)cc1	94	15	-4	65	92	130	2	76
O=C(NC(=S)NCCN1CCOCC1)c1ccc(Cl)cc1Cl	100	8	-5	105	108	103	-9	104
Cn1c(N)c(C(=O)COC(=O)c2cccnc2Cl)c(=O)n(C)c1=O	99	1	9	95	94	95	-6	99
O=C(NCC(c1ccc(F)cc1)N1CCOCC1)c1cccnc1Sc1ccccc1Cl (configuration not stated)	90	-2	3	99	97	94	1	94

Further entries.
SMILES	RPL19A TOR yeast	AHR activator	proCasp7 act	CIT2-GFP yeast	MEP2-GFP yeast	LAP4 TOR yeast	proCasp3 act	AGP1-GFP MLPCN
COc1ccc(NC(=O)Nc2cccs2)cn1	102	.	.	97	101	93	.	93
COC(=O)C(Cc1c[nH]c2ccccc12)NC(=O)c1ccccc1Br (configuration not stated)	103	6	-6	102	99	98	-6	104
CC(C)(C)NC(=O)C(c1ccccn1)N(C(=O)c1csnn1)C1CCCCC1 (configuration not stated)	99	-1	-16	97	107	98	-5	93
COc1ccc(CNC(=O)COC(=O)/C=C/c2ccco2)cc1	102	1	12	99	97	95	9	98
O=C(CCCc1nc(-c2ccc(Cl)cc2)no1)NC1CCCCC1	100	0	7	93	102	93	7	92
COc1ccc(C2/C=C\CN(S(=O)(=O)c3ccc(C)cc3)[C@H](Cc3ccccc3)C(=O)N2Cc2ccc(F)cc2)cc1 (some centres not stated)	110	3	-12	96	97	106	-5	97
O=c1[nH][nH]c(-c2ccccc2)c1C=Nc1ccc(F)cc1F	101	-1	-5	104	103	99	-6	94
CCCC12CN3CC(C)(CN(C1)C3c1ccc([N+](=O)[O-])o1)C2=O (configuration not stated)	98	0	-5	.	100	.	7	.
CCOC(=O)CCCNC(=O)COc1ccccc1C#N	96	-3	2	106	97	94	-7	96
CC1Cc2ccccc2N1C(=O)COC(=O)c1ccc(S(=O)(=O)N(C)C)cc1 (configuration not stated)	?	-2	-2	104[may fluoresce red]	83[may fluoresce red]	90[may fluoresce red]	1	?
C/C(CCc1ccccc1)=N/NC(=O)C(=O)NC(C)c1ccccc1 (configuration not stated)	98	1	2	103	68	102	1	91
O=C(NCN1C(=O)C2C3C=CC(C3)C2C1=O)Nc1ccccc1O (configuration not stated)	101	1	6	100	100	101	-6	102
C=CCSc1nnc(-c2cccnc2)o1	105	0	2	97	115	100	8	103
CC1(C)CC(=O)C2=C(C1)OC(N)=C(C#N)C2C#Cc1ccccc1 (configuration not stated)	96	5	5	94	95	93	4	91
O=S(=O)(Nc1ccccn1)c1cc(Cl)ccc1Cl	101	0	-3	96	101	96	5	96
CCc1cc(-c2nc(N)ncc2-c2ccc(Br)cc2)c(O)cc1OC	114	10	-13	94	120	97	-7	99
CC1(C)CC(NC(=O)c2ccccn2)CC(C)(C)N1O	99	4	-9	98	97	91	10	89
O=C(CCN1C(=O)/C(=C/c2ccccc2F)SC1=S)NCCCn1ccnc1	98	7	-13	91	89	96	-15	98
Cc1noc(/C=C/c2ccc(-c3ccccc3Cl)o2)c1[N+](=O)[O-]	101	-4	7	105	104	107	6	105
O=C(CSc1ncnc2ccccc12)c1cccs1	97	25	-34	93	91	98	-16	84
Cc1ccn(CCSCC(=O)O)n1	101	-3	4	97	110	102	-7	97
Nc1cc(C(F)(F)F)ccc1-n1cccc1	102	3	9	109	103	90	-1	103
Cc1ccc(OCC(=O)Nc2ccc(N3CCN(S(C)(=O)=O)CC3)cc2)c(C)c1	99	2	-2	102	105	101	9	104
CCN(Cc1ccccc1)C(c1ccccn1)c1nnnn1C1CCCCC1 (configuration not stated)	97	1	2	113	102	91	-6	97
COc1ccc(-n2c(O)c(Cc3ccccc3)c(=O)n3nc(-c4ccccc4)c(=O)cc23)cc1	95	5	-5	75	164	119	7	92
CC(C)=CC(=O)OCC(=O)Nc1nc(C)c(Cl)cc1Cl	95	0	6	.	96	87	1	93
CCOc1ccc(NC(=S)N(CCc2c(C)[nH]c3ccc(C)cc23)Cc2ccco2)cc1	104	86*	-5	100	105	105	2	103
COc1cc(CNc2ccc(N3CCCCC3)cc2)ccc1OCC(=O)NC(C)(C)C	?	2	-10	?	98[may fluoresce red and violet]	?	-3	?
CCOC(=O)C(N)CSC1CC(=O)N(CCc2ccccc2)C1=O (configuration not stated)	107	2	-21	105	112	98	-23	99
Cc1nn(Cc2cccc(C(=O)NC34CC5CC(CC(C5)C3)C4)c2)c(C)c1Br	99	6	-7	83	106	103	-6	93
COC(=O)C(C(=O)Nc1cc(C)on1)C1CCCCCC1 (configuration not stated)	96	1	16	92	96	102	-2	99

5 successive compounds from above:
SMILES	RPL19A TOR yeast	AHR activator	proCasp7 act	CIT2-GFP yeast	MEP2-GFP yeast	LAP4 TOR yeast	proCasp3 act	AGP1-GFP MLPCN
CCOc1ccc(NC(=S)N(CCc2c(C)[nH]c3ccc(C)cc23)Cc2ccco2)cc1	104	86*	-5	100	105	105	2	103
COc1cc(CNc2ccc(N3CCCCC3)cc2)ccc1OCC(=O)NC(C)(C)C	?	2	-10	?	98[may fluoresce red and violet]	?	-3	?
CCOC(=O)C(N)CSC1CC(=O)N(CCc2ccccc2)C1=O (configuration not stated)	107	2	-21	105	112	98	-23	99
Cc1nn(Cc2cccc(C(=O)NC34CC5CC(CC(C5)C3)C4)c2)c(C)c1Br	99	6	-7	83	106	103	-6	93
COC(=O)C(C(=O)Nc1cc(C)on1)C1CCCCCC1 (configuration not stated)	96	1	16	92	96	102	-2	99
